Source: PubChem (National Center for Advancing Translational Sciences (NCATS))
TDP1 cell CPT = growth inhibition of DT40 Tdp1-/-;hTDP1 cells with camptothecin (screen for TDP1 inhibitors) | 12% of 420,000 active | Potency, µM (highest dose often 46.2 µM), for inactives: top-dose activity change, negative = growth inhibition, hits mostly inhibitors | chicken DT40 Tdp1-/-;hTDP1 cells + 20 nM CPT, ATP luminescence, 48 h; also: nearly all actives have a fitted effect of over 55% in size
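Chicken DT40 Tdp1-/- cells stably complemented with human TDP1 were seeded at 400 cells/well in medium containing 20 nM camptothecin, exposed to pin-transferred compounds, and grown at 37 °C for at least 48 hr. Viability was read as ATP luminescence.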
DT40 TDP1 no CPT = qHTS for Inhibitors of human tyrosyl-DNA phosphodiesterase 1 (TDP1): qHTS in cells in absence of CPT | AID 686978, 2013 | 15% of 420,000 active | Potency, µM (doses to about 46.2 µM), without a hit: at the top dose activity change, negative = growth inhibition, usual class: inhibitors | DT40 Tdp1-/- hTDP1 cells, no CPT, ATP luminescence, 48 h; also: nearly all actives have a fitted effect of over 55% in size
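No-CPT arm: Tdp1-/-;hTDP1 DT40 cells (400/well) plus compounds, incubated ≥48 hr at 37 °C. Readout CellTiter-Glo luminescence.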
GCN5L2 inh = GCN5L2 (KAT2A) acetyltransferase inhibition; GCN5L2 HAT assay, ThioGlo1 CoA-SH fluorescence; Potency, µM (doses to about 58.9 µM), inactives show top-dose activity change, negative = inhibition, most hits filed as inhibitors; 0.21% of 390,000 active
Target sequence (Q92830 whole entry, looked up): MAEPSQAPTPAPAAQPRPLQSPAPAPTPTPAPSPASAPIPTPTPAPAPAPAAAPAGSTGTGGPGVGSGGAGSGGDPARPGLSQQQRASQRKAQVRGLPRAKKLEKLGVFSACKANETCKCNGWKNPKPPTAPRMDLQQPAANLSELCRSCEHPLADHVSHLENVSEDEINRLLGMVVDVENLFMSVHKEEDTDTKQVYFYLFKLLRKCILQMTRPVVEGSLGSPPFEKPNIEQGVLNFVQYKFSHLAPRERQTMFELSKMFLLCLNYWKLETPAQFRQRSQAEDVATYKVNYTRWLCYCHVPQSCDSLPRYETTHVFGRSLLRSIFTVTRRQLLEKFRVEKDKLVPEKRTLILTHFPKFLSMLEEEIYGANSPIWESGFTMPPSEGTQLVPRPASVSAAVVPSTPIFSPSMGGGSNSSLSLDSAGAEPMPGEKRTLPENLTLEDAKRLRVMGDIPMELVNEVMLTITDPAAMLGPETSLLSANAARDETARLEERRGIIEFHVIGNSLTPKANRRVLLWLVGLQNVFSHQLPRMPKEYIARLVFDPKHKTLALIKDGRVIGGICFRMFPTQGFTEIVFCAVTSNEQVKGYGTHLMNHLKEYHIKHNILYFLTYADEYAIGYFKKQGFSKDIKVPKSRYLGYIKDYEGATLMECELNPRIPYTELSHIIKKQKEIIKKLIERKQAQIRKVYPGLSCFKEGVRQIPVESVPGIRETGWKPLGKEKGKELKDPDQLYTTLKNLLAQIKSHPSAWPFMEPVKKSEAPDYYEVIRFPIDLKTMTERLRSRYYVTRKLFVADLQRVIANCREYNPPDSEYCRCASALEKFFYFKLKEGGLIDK
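Fluorescence readout, Ex340nm/Em540nm: ThioGlo1 (50uM final) reacts with free CoA thiol released as 20nM GCN5L2 acetylates H3(1-25) peptide (75uM) using acetyl-CoA (70uM). Compound and enzyme sat 15 min beforehand; 20 min room-temperature reaction.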
Numbers without * were called inactive; ? = inconclusive; / = not tested or not shown; [ ] = another dose, or the depositor's remark. Calls follow the shape of the dose curve; as a rule, active = well fitted curve in the direction sought with a large enough effect; inconclusive = small, poorly fitted or top-dose-only effect, or another doubt; inactive = no such curve, though single readings can be large; an effect the other way counts as inactive or inconclusive. % is scaled to controls: 0 for no effect and ±100 for the full control effect; potency is read from the fitted curve at half-maximal effect. The list is partial. The share of hits here may be higher or lower than overall.

Sequence of screens – TDP1 cell CPT, DT40 TDP1 no CPT, GCN5L2 inh
- CCOC(=O)C1=C(C)NC(=S)NC1c1ccc(C)s1 (centres undefined)
→ -2.4%, -5.2%, 0.2%
- NC(=O)C1CCN(C(=O)/C=C/c2ccccc2[N+](=O)[O-])CC1
→ -1.9%, 2.3%, -4.0%
- CCCc1c(-c2ccc(Cl)cc2)ncn1CCc1ccccc1OC
→ 6.51µM*, 5.8µM*, /
- O=C(CN1C(=O)NC2(CCCCCC2)C1=O)Nc1cccc(F)c1
→ -7.0%, 1.1%, -0.5%
- COCCNS(=O)(=O)c1ccc(OCC(=O)N2CCc3ccccc3C2)c(Cl)c1
→ -20.0%, -12.8%, -15.1%
- O=C(CCS(=O)(=O)c1ccccc1Cl)Nc1ccc(S(=O)(=O)Nc2ncccn2)cc1
→ -10.7%, 39.0%[activator], -13.5%
- COCCN(C(=O)COC(=O)CCC(=O)c1cccs1)c1c(N)n(Cc2ccccc2)c(=O)[nH]c1=O
→ -18.9%, -8.3%, -8.9%
- CCCN1CNc2c(c(=O)[nH]c(=S)n2CCc2ccc(C)cc2C)C1
→ ?, ?, /
- N#Cc1ccc(C2=CC(=O)C[C@H](c3ccc(Cl)cc3)C2)cc1
→ ?, 14.6µM*, ?
- O=C(c1ccc(S(=O)(=O)Nc2ccccc2F)cc1)N1CCC1
→ -7.2%, -10.3%, -2.7%
- CCOc1ccccc1-n1nnnc1SCC(=O)NC(=O)NCc1ccco1
→ ?, ?, -19.1%
- CCN1CCN(c2nc3c(c(=O)n(C)c(=O)n3C)n2Cc2cccc3ccccc23)CC1
→ -12.2%, ?, -2.0%
- CCN1C(=O)c2cccc3c(S(=O)(=O)NCCCN4CCOCC4)ccc1c23
→ ?, -25.7%, -5.5%
- COc1cccc(C(=O)Nc2ccc3nc(SCC(=O)N4CCc5ccccc54)sc3c2)c1
→ 3.26µM*, 4.61µM*, -3.3%
- NCCc1nnc(SCc2ccccc2Cl)o1
→ -12.3%, ?, -8.1%
- CCC(=O)N(Cc1cc2cc(C)c(C)cc2[nH]c1=O)C1CCCCC1
→ ?, ?, -7.7%
- COc1ccc(CCC(=O)NCCc2csc(-c3ccc(F)cc3)n2)cc1
→ ?, ?, -2.1%
- COc1ccccc1NC(=O)Nc1nc(C(C)(C)C)cs1
→ 16.4µM*, -22.9%, -11.4%
- COc1cc(OC)c(C(=O)O/N=C(\N)c2ccc(C)cc2)cc1OC
→ ?, ?, -23.0%
- COc1ccc2oc(=O)c(C(=O)NCc3ccco3)cc2c1
→ 5.8%, 1.9%, -8.8%
- N#Cc1c(-c2ccccc2)nc(-c2ccccc2)[nH]c1=O
→ 0.2%, 6.6%, -6.1%
- COc1ccc(C(C)=O)c(OCC(=O)NCCC2=CCCCC2)c1
→ -75.3%, 0.581µM*, /
- COCCNc1nc(Oc2ccc(NC(C)=O)cc2)c2sc(-c3ccccc3)cc2n1
→ ?, ?, /
- CC(C)=CCN1CCN(Cc2cc(C(C)C)n[nH]2)CC1CCO (centres undefined)
→ 2.8%, -23.6%, -4.2%
- C[C@@H]1CCCCO[C@@H](CN(C)S(=O)(=O)c2ccc(Cl)cc2)[C@@H](C)CN([C@H](C)CO)C(=O)c2cc(N(C)C)ccc2O1
→ 9.8%, 9.9%, /
- Cc1ccc(CSCC(=O)N(C)CC(=O)Nc2ccc(Br)cc2C)cc1
→ ?, ?, ?
- O=C(CSc1ccc(Br)cc1)Nc1cccc(S(=O)(=O)N2CCOCC2)c1
→ ?, ?, -6.6%
- COc1ccc2[nH]c(=O)c(C(c3nnnn3CC3CCCO3)N3CCCCC3)cc2c1 (centres undefined)
→ 5.5%, -3.3%, -9.1%
- COc1cc(C2C(=O)N(C3CCCCC3)CC(=O)N2C2CCCCC2)ccc1OC(C)C (centres undefined)
→ 0.7%, -8.8%, -0.6%
- CCOC(=O)c1c(NC(=O)CCCOc2ccc(Cl)cc2)sc2c1CCC2
→ -11.1%, -11.9%, -1.4%

Single records, from the list above. Values in the order: TDP1 cell CPT, DT40 TDP1 no CPT, GCN5L2 inh
`N#Cc1c(-c2ccccc2)nc(-c2ccccc2)[nH]c1=O` is listed with 0.2%, 6.6%, -6.1%
`C[C@@H]1CCCCO[C@@H](CN(C)S(=O)(=O)c2ccc(Cl)cc2)[C@@H](C)CN([C@H](C)CO)C(=O)c2cc(N(C)C)ccc2O1` is listed with 9.8%, 9.9%, /
`COCCNc1nc(Oc2ccc(NC(C)=O)cc2)c2sc(-c3ccccc3)cc2n1` is listed with ?, ?, /

The listing picks up with the three entries that preceded the break.
Sequence of screens – TDP1 cell CPT, DT40 TDP1 no CPT, GCN5L2 inh
- COc1ccc2[nH]c(=O)c(C(c3nnnn3CC3CCCO3)N3CCCCC3)cc2c1 (centres undefined)
→ 5.5%, -3.3%, -9.1%
- COc1cc(C2C(=O)N(C3CCCCC3)CC(=O)N2C2CCCCC2)ccc1OC(C)C (centres undefined)
→ 0.7%, -8.8%, -0.6%
- CCOC(=O)c1c(NC(=O)CCCOc2ccc(Cl)cc2)sc2c1CCC2
→ -11.1%, -11.9%, -1.4%
- COc1cccc(C2N(c3cccc(Cl)c3)C(=O)C3CCCN32)c1OC (centres undefined)
→ -7.1%, -61.3%, -3.6%
- c1cc2c(cc1CN1CCN(C3CCCCCC3)CC1)OCO2
→ -17.1%, -0.6%, -0.3%
- COc1ccc(/C=C/C(=O)Nc2ccccc2Cl)cc1S(=O)(=O)N1CCOCC1
→ ?, ?, 2.3%
- CCc1cc2c(=O)c(-c3ccc4c(c3)OCCO4)coc2cc1OS(C)(=O)=O
→ -14.1%, ?, -4.3%
- Cc1cccc(C)c1Nc1nnc(SCC(=O)Nc2cc(S(=O)(=O)N3CCCCC3)ccc2Cl)s1
→ ?, 20.6µM*, -6.6%
- OCC1(Cc2cccc(C(F)(F)F)c2)CCN(Cc2cc(F)cc(F)c2)CC1
→ ?, ?, -2.0%
- Cc1ccc(C(c2sc3nc(C)nn3c2O)N2CCN(c3ccccc3F)CC2)cc1 (centres undefined)
→ -19.7%, -25.0%, -5.4%
- O=C(Cn1cnc2ccccc2c1=O)NCC1COc2ccccc2O1 (centres undefined)
→ 0.3%, 0.3%, -10.2%
- O=Cc1ccc(N2N=C(c3ccccc3)CC2c2ccccc2)cc1 (centres undefined)
→ -2.9%, -20.7%, 0.7%
- COc1ccc(NC(=O)COc2cccc3c2CCNC3=O)cc1
→ ?, -22.7%, 1.4%
- CN1/C(=C\C(=O)Nc2ccc(F)cc2)C(C)(C)c2ccccc21
→ ?, ?, -14.6%
- COC(=O)C1=C(C)N(Cc2ccc(C)cc2)C(=O)/C1=C\c1cc(OC)c(OC)c(OC)c1
→ ?, 20.6µM*, -7.3%
- CC(C)(C)Sc1ccc2nc3c(n2c1)CCCC3
→ 20.6µM*, 5.8µM*, -4.5%
- C[C@@H](NC(=O)[C@@H]1Cc2ccccc2CN1C(=O)OC(C)(C)C)C(=O)NCc1ccco1
→ 2.4%, 18.6%, -13.2%
- CCc1ccc(OCc2nnc(SCc3ccc(C(=O)O)cc3)o2)cc1
→ -3.4%, 3.8%, -3.0%
- Cc1ccccc1S(=O)(=O)NC(=NCc1ccc(F)cc1)c1ccccc1
→ ?, ?, 0.4%
- CC(=O)Nc1ccc(NC(=O)C(C)OC(=O)c2c(C)nn(-c3ccccc3)c2Cl)cc1 (centres undefined)
→ ?, -18.3%, -1.7%
- CCOC(=O)c1c(NC(=O)c2ccc(N3C(=O)C4C5C=CC(C5)C4C3=O)cc2)sc2c1CCCC2 (centres undefined)
→ ?, 23.1µM*, -1.6%
- CC(=O)Nc1ccc(C(=S)NCc2ccco2)cc1
→ -12.1%, 3.6%, 3.7%
- COc1ccc(NS(=O)(=O)c2ccc3[nH]c(=O)[nH]c3c2)cc1OC
→ 12.0%, -5.3%, -4.8%
- CCC(=O)c1c(NCCc2ccccc2)cc(C)oc1=O
→ -21.5%, -10.9%, -3.9%
- COc1ccc2nc(N3CCOCC3)cc(C)c2c1
→ 4.0%, 4.6%, -0.9%
- COC(=O)[C@H](C)N(Cc1ccc(Cl)c(Cl)c1)S(=O)(=O)CCNC1CCCC1
→ ?, 20.6µM*, -1.9%
- COc1cc(N=c2c([N+](=O)[O-])nn(-c3ccc4c(c3)OCCO4)n2O)cc(OC)c1
→ 1.46µM*, 1.64µM*, -7.1%
- COc1ccc2oc(=O)c(C(=O)Nc3ccccc3O)cc2c1
→ 2.1%, ?, 0.0%
- O=S(=O)(c1ccc(-c2cc(C(F)(F)F)on2)s1)N1CCN(c2ccccc2)CC1
→ ?, ?, ?
- O=C(Nc1ncccc1Cl)c1cc2ccccc2o1
→ 1.0%, -14.8%, -8.8%
- CC1CCN(C2CCN(S(=O)(=O)c3ccc(C(F)(F)F)cc3)CC2)CC1
→ 3.0%, -21.4%, -4.4%
- Nc1cc(Cl)ccc1C(=O)OCC(=O)NC(=O)NCc1ccccc1
→ -6.5%, -4.3%, -2.3%
- Cc1nn(-c2ccc(Cl)cc2)c2[nH]c(=O)c(CNCc3ccc4c(c3)OCO4)cc12
→ 18.4µM*, 18.4µM*, -12.4%
- NC(=O)c1ccccc1OCc1nc2ccccc2s1
→ ?, -28.9%, 0.6%
- CC(C)c1ccc(-c2nnc(N)s2)cc1
→ -5.3%, -19.7%, 2.1%
- O=C(Nc1nc2ccccc2n1CCOc1ccccc1)c1ccco1
→ 14.6µM*, 14.6µM*, -2.3%
- Cc1ccc(S(=O)(=O)NC(=O)N2CCCC(C)(C)C2)cc1
→ 6.3%, -5.2%, 3.7%
- CS(=O)(=O)c1ccc2nc(NC(=O)CN3CCN(Cc4ccccc4)CC3)sc2c1
→ 0.1%, 7.2%, 9.7%
- COC(=O)C[C@H]1C[C@H]2c3cc(NS(=O)(=O)c4ccc(OC)cc4)ccc3O[C@H]2[C@H](CO)O1
→ ?, ?, /
- CCCn1c(N)c(C(=O)CN(C)CC(=O)Nc2c(Cl)cccc2Cl)c(=O)[nH]c1=O
→ 16.4µM*, 23.1µM*, -3.4%
- O=C1NC(Cc2c[nH]c3ccccc23)C(=O)N1CCOc1ccc(F)cc1 (centres undefined)
→ -6.9%, -21.3%, -7.2%
- CCCCn1nnnc1C(CCSC)N1CCN(C/C=C/c2ccccc2)CC1 (centres undefined)
→ ?, ?, /
- COc1ccc(C(CNC(=O)COc2ccccc2C)N2CCCCC2)cc1 (centres undefined)
→ 20.6µM*, 16.4µM*, -2.3%
- CCOC(=O)Oc1ccc(/C=C2\N=C(C)OC2=O)cc1
→ -26.1%, -24.3%, -9.3%
- O=C(Cc1ccc(Cl)cc1)NNC(=S)NC(=O)c1cccs1
→ -1.0%, -23.1%, -2.4%
- O=C(Nc1ccccc1)c1ccc(=O)n(Cc2cccc(Cl)c2)c1
→ 6.7%, -10.6%, -2.8%
- CCOC(=O)N1CCN(C(=O)CN(c2ccccc2F)S(=O)(=O)c2ccc(C)cc2)CC1
→ ?, ?, -1.3%
- CC(C)C(=O)c1cc2c(cc1NC(=O)c1ccccc1F)OCCO2
→ ?, ?, -6.8%
- COc1ccc(OC)c(N(CC(=O)N2CCc3ccccc3C2)S(C)(=O)=O)c1
→ -6.4%, -5.7%, -5.0%
- Fc1cccc(NC(=S)NCCCN2CCOCC2)c1
→ 7.2%, 1.2%, -1.2%
- C=CCn1c(N)cc(=O)nc1SCC(=O)Nc1ccc2ccccc2c1
→ 0.8%, -1.6%, -4.7%
- COc1ccc(-n2c(Cc3cccn3C)nnc2SCC(N)=O)cc1
→ 3.3%, -7.2%, -1.0%
- O=C(NC(=S)N1CCCC(O)C1)c1ccco1 (centres undefined)
→ 9.4%, -0.8%, -2.3%
- O=C(/C=C/Nc1cccc(O)c1)c1ccccc1
→ -20.8%, -10.5%, -4.5%
- CN(C)C(=O)COC(=O)c1ccccc1Sc1ccccc1C#N
→ -0.7%, -19.3%, 1.4%
- O=C(c1cccs1)N1CCC(Cc2ccccc2)CC1
→ 6.5%, ?, 0.8%
- CCCC(=O)NNc1c2ccccc2nc2ccccc12
→ -11.4%, ?, -2.1%
- CCC(C)NC(=O)c1ccccc1NC(=O)CN(c1ccc(OC)cc1)S(C)(=O)=O (centres undefined)
→ -19.5%, -18.3%, -3.6%
- COc1ccc(-c2nn(Cc3ccccc3)cc2C(=O)N2CCN(c3ncccn3)CC2)cc1
→ ?, ?, -6.0%
- COc1ccc(NS(=O)(=O)c2ccc(O)c(NC(=O)c3cc4c(C)nn(-c5ccc(F)cc5)c4s3)c2)cc1
→ -27.9%, ?, ?
- O=C(O)c1cc2nc3c(c(C(F)(F)F)n2n1)CCCC3
→ 0.9%, 1.5%, 1.7%
- Cc1occc1C(=O)NNC(=O)Nc1ccc([N+](=O)[O-])cc1
→ -5.6%, 11.5%, -4.9%
- CCC1(C)NC(=O)N(CC(=O)Nc2sc3c(c2C(N)=O)CCC3)C1=O (centres undefined)
→ 15.4%, 9.7%, -11.0%
